TNF death inh – inhibitors of TNF-alpha triggered necroptosis, primary screen, cell-based, Jurkat FADD-/-, single concentration. Jurkat FADD-/- TNF necroptosis rescue, ATP luminescence, 24 h; 0 = TNF only, 100 = no-TNF cells. activation (protection from cell death), % at 10 µM. 220,000 tested, 0.068% active;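 active = activation, meaning protection from cell death, of at least 50% relative to plate controls; inactive = activation below 50%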;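 also: necroptosis triggered by 40 ng/mL TNF-alpha added together with compound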
EBV gp42 block – Epstein-Barr virus gp42 inhibitors, primary screen, biochemical, uHTS, fluorescence polarization; inhibition, % (tested at 21.74 µM); Glycoprotein 42 (Epstein-Barr virus (strain AG876)), Q1HVG2; 220,000 tested, 0.42% active; Fluorescence polarization binding assay, mP read-out; in the data active = inhibition above about 50%
PERK inhibitor – block of dimerizer-induced PERK translation repression, primary screen, PERK inhibitor project, CHO PERK-DD cells, SEAP luminescence, HTS; CHO PERK-DD fusion, SEAP luminescence translation reporter; inhibition, % at 5.6 µM; 220,000 tested, 0.17% active;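 active = inhibition above the mean inhibition of all tested compounds plus 3 SD, set separately per screening campaign, cut at about 2.9% in these data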;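 also: PERK kinase domain activated by AP20187 dimerizer at 100 nM; 0% = DMSO with dimerizer and 100% = rapamycin at 8.4 µM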
m-calpain inh – inhibitors of pig calpain II, primary screen, biochemical, fluorogenic peptide substrate, 1536-well; AID 1236, 2008; inhibition, % at 16 µM; purified calpain II, 30 min; 220,000 tested, 0.37% active;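 active = inhibition above about 50%, limit read from the data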
zVAD death inh – inhibitors of zVAD-triggered necroptosis, primary screen, L929 cells; 220,000 tested, 0.38% active; viability rescue, % at 10 µM; L929 zVAD necroptosis rescue, ATP luminescence, 24 h; with zVAD 60 µM;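 active = activation, scaled between plate controls, above about 75%, limit read from the data; inactive = activation under that limit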;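 also: 0% = zVAD with DMSO and 100% = DMSO alone without zVAD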
MDM2 E3 inh – MDM2-luciferase reporter signal enhancers, primary screen, MDM2 E3 ligase inhibitor project, cell-based, luminescence, 1536-well; cell-based MDM2 ubiquitination luciferase reporter, 2 h; 0 = plate control, 100 = twice control, blank-subtracted; signal enhancement, % at 5 µM; 210,000 tested, 0.11% active; AID 1230, 2008;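 active = signal enhancement of 30% or more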;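 also: luminescence tracks abundance of the self-degrading MDM2-luciferase fusion protein; higher signal means inhibition of MDM2 E3 ligase activity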
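Timing – 2 h compound exposure at 37 °C · Assay system – mammalian cells stably expressing self-ubiquitinating, self-degrading MDM2 E3–luciferase fusion · Amount – 2000 cells seeded into each well · Measure – % luminescence enhancement versus blank-corrected plate control mean · Measured by – SteadyLite luminescence, 15 min reagent step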
Rad51 HR inh – human RAD51 strand exchange inhibitors, primary screen, biochemical, fluorescence. inhibition, % at 10 µM. DNA repair protein RAD51 homolog 1 (Homo sapiens), Q06609. 200,000 tested, 0.085% active. hRad51 DNA strand exchange, fluorescence dequenching. AID 1385, 2008;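 active = inhibition above 40% at the single screening dose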;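 also: 0% = DMSO control wells and 100% = blanks with heterologous ssDNA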
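Material: Human Rad51 nucleoprotein filaments preassembled on unlabelled ssDNA | Also added: Labelled 47-mer dsDNA for strand exchange | Dosing: Single dose, 10 µM final compound | Schedule: 30-min compound preincubation and 15-min exchange, both room temperature | Technique: Fluorescence dequenching at 485/520 nm | Measure: Percent inhibition relative to plate controls and blanks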
eIF4E 4G PPI – eIF4E–eIF4G protein interaction inhibitors, primary screen, biochemical, uHTS, TR-FRET, eIF4GI fragment; 220,000 tested, 0.37% active; TR-FRET eIF4E-eIF4GI(517-606) binding, 2 h; inhibition, % at 21.7 µM;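 active = inhibition above about 30%, limit read from the data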;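 also: 0% = full FRET control wells and 100% = background wells lacking eIF4GI fragment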
Target sequence (P63073 whole entry, looked up, the tested form may be a part): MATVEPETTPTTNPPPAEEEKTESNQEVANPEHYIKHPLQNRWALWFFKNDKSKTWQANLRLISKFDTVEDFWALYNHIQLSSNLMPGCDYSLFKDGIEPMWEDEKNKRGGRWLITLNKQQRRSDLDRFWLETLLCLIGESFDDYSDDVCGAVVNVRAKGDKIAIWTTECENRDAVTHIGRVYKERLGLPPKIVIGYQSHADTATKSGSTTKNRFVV
Target sequence (Q04637 whole entry, looked up, the tested form may be a part): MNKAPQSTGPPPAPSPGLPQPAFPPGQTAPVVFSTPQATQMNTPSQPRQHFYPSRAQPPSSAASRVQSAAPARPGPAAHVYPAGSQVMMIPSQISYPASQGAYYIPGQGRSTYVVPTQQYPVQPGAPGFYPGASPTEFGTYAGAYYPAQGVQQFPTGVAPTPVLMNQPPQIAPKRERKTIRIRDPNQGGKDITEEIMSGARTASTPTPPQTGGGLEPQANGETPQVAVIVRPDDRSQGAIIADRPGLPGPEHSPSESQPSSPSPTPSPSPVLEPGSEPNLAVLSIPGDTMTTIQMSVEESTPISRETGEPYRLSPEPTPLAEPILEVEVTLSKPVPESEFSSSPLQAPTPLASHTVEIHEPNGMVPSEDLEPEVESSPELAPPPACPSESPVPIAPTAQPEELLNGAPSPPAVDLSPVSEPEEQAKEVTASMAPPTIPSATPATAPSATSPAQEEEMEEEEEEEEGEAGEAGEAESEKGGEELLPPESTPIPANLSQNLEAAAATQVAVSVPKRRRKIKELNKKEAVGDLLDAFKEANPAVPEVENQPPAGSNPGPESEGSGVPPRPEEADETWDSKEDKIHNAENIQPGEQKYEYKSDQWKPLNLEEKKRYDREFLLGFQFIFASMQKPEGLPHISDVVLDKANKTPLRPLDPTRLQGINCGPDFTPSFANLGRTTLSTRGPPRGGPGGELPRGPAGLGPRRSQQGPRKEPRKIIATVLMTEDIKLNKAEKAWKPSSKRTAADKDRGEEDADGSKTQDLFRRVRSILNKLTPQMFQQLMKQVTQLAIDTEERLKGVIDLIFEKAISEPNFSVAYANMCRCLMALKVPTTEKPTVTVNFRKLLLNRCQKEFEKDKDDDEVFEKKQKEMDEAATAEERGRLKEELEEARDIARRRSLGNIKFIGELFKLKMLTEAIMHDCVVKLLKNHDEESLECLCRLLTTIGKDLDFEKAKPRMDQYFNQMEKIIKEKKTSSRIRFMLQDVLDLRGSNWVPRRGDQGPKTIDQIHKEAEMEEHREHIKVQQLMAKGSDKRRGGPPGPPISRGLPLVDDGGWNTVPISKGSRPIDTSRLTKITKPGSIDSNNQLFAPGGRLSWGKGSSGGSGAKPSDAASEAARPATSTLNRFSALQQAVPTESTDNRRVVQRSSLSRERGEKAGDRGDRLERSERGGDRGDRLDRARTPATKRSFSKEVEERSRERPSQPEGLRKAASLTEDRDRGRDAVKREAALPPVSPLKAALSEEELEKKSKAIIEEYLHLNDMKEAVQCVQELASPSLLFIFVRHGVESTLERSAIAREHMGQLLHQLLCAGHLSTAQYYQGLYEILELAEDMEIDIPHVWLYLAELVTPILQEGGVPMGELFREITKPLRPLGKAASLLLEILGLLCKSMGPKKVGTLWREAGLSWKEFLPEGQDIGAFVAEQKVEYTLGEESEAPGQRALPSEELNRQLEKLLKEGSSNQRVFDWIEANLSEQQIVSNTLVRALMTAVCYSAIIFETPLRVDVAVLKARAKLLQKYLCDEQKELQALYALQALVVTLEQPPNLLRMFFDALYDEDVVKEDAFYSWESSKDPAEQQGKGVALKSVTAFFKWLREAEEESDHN
KCC2 mod – KCC2 cotransporter modulators, thallium flux, primary screen, cell-based, HEK293 KCC2, FluoZin-2 fluorescence, MLSMR; 190,000 tested, 2.2% active; B-score of Tl+ flux slope (higher = more flux/activation; lower = inhibition) at 10 µM; Solute carrier family 12 member 5 (Homo sapiens), Q9H2X9; KCC2 cells, thallium flux FluoZin-2 fluorescence;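 active = thallium flux slope and its plate-corrected score both differing from the plate sample mean at a set confidence after two filtering rounds, in either direction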;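 also: slope of fluorescence scaled to starting intensity during 10 to 20 s after thallium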
The depositor's hits bear a star; x = not tested or not shown; [ ] = another dose, or the depositor's remark.

SMILES | TNF death inh | EBV gp42 block | PERK inhibitor | m-calpain inh | zVAD death inh | MDM2 E3 inh | Rad51 HR inh | eIF4E 4G PPI | KCC2 mod
CC(OC(=O)c1oc2ccccc2c1COc1ccccc1)C(N)=O (centres undefined) | -0.9 | -13 | -0.1 | -14 | 9.7 | 8 | -2 | 12 | -2.3
Cc1onc(COc2ccccc2O)c1Br | 3.1 | -13 | 0.9 | 22 | 4.5 | -1 | -4 | 11 | 0.085
CC(=O)Nc1ccc(NC2=Nc3ccccc3N3C2=Nc2c(c(C)nn2-c2ccccc2)C3c2ccccc2)cc1 (centres undefined) | -6.9 | 71* | -0.5 | -87 | 27 | -19 | 10 | -30[fluorescence artefact?] | 0.16
CCc1cc2c(=O)c(-c3nc4ccccc4n3C)coc2c(CN2CCOCC2)c1O | 1.8 | -7 | 0.6 | -75 | 0.2 | -13 | 0 | 2 | 0.58
O=C(Cc1ccccc1)N1CCN(S(=O)(=O)c2ccc([N+](=O)[O-])cc2)CC1 | 1.7 | -16 | 0.9 | -20 | 2.2 | -3 | 2 | 1 | 1.2
CC(=O)Nc1ccc(NC(=O)CCn2cnnn2)cc1 | -1.0 | -8 | 0.1 | 28 | 0.3 | -3 | -1 | -4 | -2.4
CCn1ncc([N+](=O)[O-])c1C(=O)Nc1ccc(C(=O)N2CCCCC2)cc1 | 0.2 | -8 | 0.1 | 0 | 0.6 | -9 | 13 | 3[fluorescence artefact?] | x
COC(=O)CSc1nnc(C)n1-c1ccc(C)cc1 | 2.3 | 1 | 1.3 | -16 | 1.3 | -7 | -1 | x | -0.87
CCCOc1ccc(/C(O)=C2/C(=O)C(=O)N(CCCn3ccnc3)C2c2cccs2)cc1 (centres undefined) | 0.9 | 6 | 0.3 | 21 | 0.0 | -7 | -5 | -2[fluorescence artefact?] | 1.5
Nc1cc(N)nc(SCc2ccccc2)n1 | -2.2 | -11 | 1.1 | -4 | -0.3 | -2 | -7 | 4[fluorescence artefact?] | -0.58
Cc1ccc(CNCC(=O)Nc2cccc(S(=O)(=O)NC3=NCCCCC3)c2)cc1 | 1.4 | 4 | -0.5 | 0 | 1.8 | -15 | 6 | -4 | 0.029
O=C(Cn1c(NCCO)nc2ccccc21)c1ccc(Cl)cc1 | 1.7 | -11 | -0.6 | -3 | 0.8 | -7 | 4 | 0 | -0.23
O=C(O)COc1ccccc1Cc1ccccc1 | 0.8 | -10 | 0.0 | 9 | 0.1 | 3 | -4 | -5 | x
Cc1ccc(S(=O)(=O)N2CCCC2C(=O)Oc2ccccc2)cc1 (centres undefined) | -1.1 | -16 | 1.1 | 10 | -0.4 | -11 | 2 | 7 | -2.4
CCOC(=O)c1ccccc1NC(=O)c1ccccc1N(C)S(C)(=O)=O | -2.1 | -8 | -0.5 | -35 | -0.1 | 4 | x | -1[fluorescence artefact?] | 0.056
CN(C)CCCNS(=O)(=O)c1cc(Cl)ccc1Cl | 0.3 | -2 | 0.1 | -16 | 0.2 | -7 | 1 | 6 | 0.35
Cc1c(NC(=O)Nc2cccs2)cccc1[N+](=O)[O-] | -0.4 | -14 | 1.7 | -11 | 0.1 | -19 | 2 | -1 | 0.29
COCC(=O)N(Cc1cc2ccccc2[nH]c1=O)c1ccc(OC)cc1 | -0.8 | 0 | -0.2 | 16 | -0.5 | -10 | x | 9 | x
CC(=O)N1CCN(c2ccccc2NC(=O)c2ccc(C#N)cc2F)CC1 | -1.1 | -12 | -1.1 | -22 | 3.5 | -4 | 0 | -3 | -0.67
CCOc1ccccc1N1CCN(C(=O)COc2ccc3c(C)cc(=O)oc3c2)CC1 | -2.5 | 1 | -0.2 | -26 | -0.8 | -94 | -12 | 3 | -2
COc1ccccc1NC(=O)CN(C)S(=O)(=O)c1ccc2c(c1)CCC(=O)N2 | 0.2 | -5 | 0.6 | -24 | 0.8 | -2 | 2 | -2 | x
CC(C)Nc1oc(-c2cccc3ccccc23)nc1C#N | 2.3 | -12 | 0.9 | -322 | 1.9 | -10 | 8 | -1 | 2.3
Cc1cc(C)c(C)c(OCC(=O)NCc2nc(-c3ccccc3)no2)c1 | -0.6 | -25 | 0.9 | -13 | 0.4 | -12 | 0 | 2[fluorescence artefact?] | 0.025
CCCCNC(=O)c1cc2c(-c3ccc(Cl)cc3)nn(C)c2s1 | 0.1 | -12 | 0.2 | -22 | 4.8 | 9 | 3 | 1[fluorescence artefact?] | x
CCSc1nnc(NC(=O)CCNS(=O)(=O)c2cc(Br)cnc2N)s1 | -0.3 | -7 | 1.4 | -15 | -0.1 | -14 | 0 | 6 | x
Cn1[nH]c(C(F)(F)F)c(C=Nc2ccc(Cl)cc2)c1=O | -2.4 | -4 | 0.7 | -25 | -1.1 | -4 | -2 | 5 | 1.9
COc1ccc(OC)c(NC(=O)C2CCN(C(=O)c3cccs3)CC2)c1 | 1.5 | -11 | -0.1 | -8 | 1.2 | -6 | -3 | -1 | -0.069
CCc1cccc(C)c1NC(=O)Nc1ccc2c(c1)OCO2 | 0.0 | -20 | 3.5* | 21 | -0.8 | -30 | -4 | -1 | 0.47
O=C(c1cc([N+](=O)[O-])ccc1N1CCOCC1)N1CCCC1 | 1.9 | -14 | 0.5 | 28 | 0.5 | -1 | 26 | 1 | -0.3
CCOC(=O)c1c(-c2ccccc2)[nH]c2ccc(O)cc12 | -2.1 | 6 | 0.5 | -138 | 1.1 | -6 | -7 | 9[fluorescence artefact?] | -1
O=C(Nc1ccc(-c2csc(Nc3ccccc3)n2)cc1)c1cc([N+](=O)[O-])cc(C(F)(F)F)c1 | -0.1 | -4 | x | -31 | 32 | -12 | -7 | 2 | 0.21
COc1ccc(C(=O)CSc2n[nH]c(-c3ccco3)n2)cc1 | 0.9 | -8 | -0.1 | 9 | -1.2 | 2 | -1 | 3 | 0.13
COc1ccc2nc(NC(=O)Cn3cnc4ccccc4c3=O)sc2c1 | 0.8 | -61 | 0.5 | -17 | 0.1 | -10 | 13 | 1 | 0.86
Cc1cccc(-c2nc3cc(NC(=O)C4CCCO4)ccc3o2)c1 (centres undefined) | 0.6 | 10 | 0.3 | -367 | 1.0 | -38 | x | 0[fluorescence artefact?] | 0.44
Cc1ccc(-n2c(SCc3ccc(C#N)cc3)nnc2-c2ccccn2)cc1 | -5.3 | -10 | -0.9 | 0 | -0.1 | 10 | 3 | 0 | 0.05
CCn1ncc(Br)c1C(=O)Nc1cc(C)ccc1F | -4.6 | -11 | 2.1 | 13 | -0.3 | -10 | 5 | x | x
O=C(Nc1ccc2c(c1)OCCO2)c1cc(-c2ccccn2)nc2ccc(Br)cc12 | -1.2 | -18 | 0.8 | 8 | 0.9 | -10 | -3 | 2 | 0.3
O=C1CCCN1c1ccc(S(=O)(=O)NCCOc2ccccc2)cc1 | -3.2 | -11 | 0.6 | -15 | 0.8 | -2 | -1 | -3[fluorescence artefact?] | -0.94
CCCCOn1c(C)c(C(=O)OCC)c2c3no[n+]([O-])c3ccc21 | 0.8 | -19 | -0.2 | -1 | -0.1 | -19 | -7 | -1 | -0.31
CCN1C(C)=C(C)S/C1=C1\SC(=S)N(C2CCCCC2)C1=O | 1.5 | -94 | 1.3 | -43 | 2.4 | 4 | -45 | 0 | 0.12

Record cards (already shown). Screens in order: TNF death inh, EBV gp42 block, PERK inhibitor, m-calpain inh, zVAD death inh, MDM2 E3 inh, Rad51 HR inh, eIF4E 4G PPI, KCC2 mod
`O=C1CCCN1c1ccc(S(=O)(=O)NCCOc2ccccc2)cc1` as listed: -3.2, -11, 0.6, -15, 0.8, -2, -1, -3[fluorescence artefact?], -0.94
`CCCCOn1c(C)c(C(=O)OCC)c2c3no[n+]([O-])c3ccc21` as listed: 0.8, -19, -0.2, -1, -0.1, -19, -7, -1, -0.31

Next entries
SMILES | TNF death inh | EBV gp42 block | PERK inhibitor | m-calpain inh | zVAD death inh | MDM2 E3 inh | Rad51 HR inh | eIF4E 4G PPI | KCC2 mod
CCN(CC)C(=O)c1sc(NC(=O)c2cccc([N+](=O)[O-])c2)c(C#N)c1C | -0.5 | -11 | 0.7 | 24 | 0.0 | 2 | 23 | -3 | -0.74
C=CCn1c(SCC(=O)C23CC4CC(CC(C4)C2)C3)nc(O)cc1=O | -1.4 | -9 | -0.1 | 3 | 0.3 | -20 | 9 | -4 | -0.071
CCOC(=O)N1CCN(c2nc3ccccc3nc2C(C#N)S(=O)(=O)c2ccc(C)cc2)CC1 (centres undefined) | -1.7 | 5 | 1.0 | -25 | 2.8 | -22 | x | 6 | x
Cc1ccc(NS(=O)(=O)c2ccc3c(c2)c(=O)n(C)c(=O)n3C)cc1F | -4.9 | -4 | -1.6 | -30 | -0.7 | -14 | 1 | -11 | x
COC(C(=O)Nc1cccc(F)c1)c1ccccc1 (centres undefined) | 79* | -12 | -0.1 | 4 | 23 | -10 | 10 | 2 | 1
Cc1ccccc1Oc1nc2ccccc2n2cnnc12 | 0.3 | -11 | 0.7 | 16 | -0.7 | -9 | -1 | -2 | 0.16
O=C(/C(Cl)=C/Nc1ccc(Br)cn1)C(F)(F)F | 2.7 | 8 | 0.3 | -11 | 2.2 | -1 | -1 | 4 | 0.82
CC1CCN(S(=O)(=O)Cc2ccccc2Cl)CC1 | 1.6 | -4 | 2.3 | 4 | 2.1 | -10 | -2 | -2 | x
COc1ccc(-n2c(=O)c3ccccc3n(CC(=O)NC3CCCC3)c2=O)cc1 | 0.9 | -19 | -0.2 | -15 | -0.6 | -4 | 0 | 1 | x
CCCCCc1nc2c(=O)[nH]c3ccccc3c2o1 | -2.5 | -7 | 0.9 | 2 | 0.3 | 6 | 1 | 1[fluorescence artefact?] | -0.45
COc1ccc(C2(CNC(=O)/C=C/c3ccco3)CCCC2)cc1OC | -3.8 | -1 | -0.6 | -150 | -0.2 | -2 | x | 1 | x
COC(=O)C(CC(=O)c1ccc(Cl)cc1)c1ccc(C)cc1 (centres undefined) | -2.7 | 5 | -0.1 | 29 | -0.4 | -14 | -1 | -4 | x
FC(F)(F)c1ccnc(N2CCN(Cc3cnc(-c4ccccc4)[nH]3)CC2)c1 | -0.5 | -1 | -1.7 | -11 | 0.4 | -48 | 17 | 2 | -1.1
CCN(CC)C(=O)c1ccc2nc3ccccc3nc2c1 | -2.3 | -2 | -0.8 | 33 | x | 17 | x | -1 | 0.56
CCOC(=O)CSc1nc2ccccc2n2cnnc12 | 0.1 | -5 | 0.4 | -25 | -0.3 | -16 | -7 | 7 | 0.52
COC(=O)c1ccc(CSc2nc3ccccc3[nH]2)o1 | 9.1 | 9 | 1.1 | 17 | -0.1 | -5 | -11 | 8 | 0.22

Bioassay records as filed in PubChem.
